# Assay outcomes deposited in PubChem by several laboratories.
# EBV LMP1 NFkB – reduces LMP1-driven NF-kappaB luciferase signal | LMP1-induced NF-kappaB luciferase reporter cells, luminescence | inhibition, % at 12.5 µM | 350,000 compounds, 0.69% hits | AID 504558; in the data active = inhibition above about 41%;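 also: 0% = neutral control wells and 100% = reference inhibitor control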
# Vif inh – blocks HIV Vif function | HEK293T cells, Vif self-association by quenched fluorescence, imaging, 24 h | inhibition, % at 7.49 µM | 340,000 compounds, 0.35% hits | AID 602346; in the data active = inhibition above about 50%, passing the limit was not always enough; also: some results filed as inactive read as strong as hits
# NCOA2 inhibitor – inhibits human steroid receptor coactivator 2. Q15596. HEK293 GAL4-SRC2 luciferase reporter, luminescence. inhibition, % at 9 µM. 370,000 compounds, 0.17% hits;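 active = inhibition above the mean inhibition of all tested compounds plus 3 SD, set per campaign, cut at about 52% in these data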;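 also: 0% = DMSO treated cells and 100% = cells given Gossypol at 36 µM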
# LRH-1 inv ag – suppresses constitutive activity of human LRH-1; HEK293T StAR-luciferase reporter, LRH-1 transfected, 24 h; inhibition, % at 3.6 µM; 360,000 compounds, 0.13% hits;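 active = inhibition above the mean inhibition of all tested compounds plus 3 SD, cut at about 73% in these data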;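 also: 0% = DMSO wells and 100% = reporter-only cells lacking LRH-1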
# SRC3 inh – inhibitors of human steroid receptor coactivator 3 (SRC3) | inhibition, % at 3.6 µM | 360,000 compounds, 0.17% hits | HEK293 GAL4-SRC3 luciferase reporter, luminescence | AID 588352;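 active = inhibition above a per-campaign cutoff, the mean of all compounds plus 3 SD, cut at about 60% in these data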;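 also: 0% = DMSO-treated cells and 100% = gossypol-treated cells at 36 µM; higher means less SRC3-driven luciferase light from the GAL4 reporter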
# Target sequence (Q9Y6Q9 whole entry, looked up, the tested form may be a part): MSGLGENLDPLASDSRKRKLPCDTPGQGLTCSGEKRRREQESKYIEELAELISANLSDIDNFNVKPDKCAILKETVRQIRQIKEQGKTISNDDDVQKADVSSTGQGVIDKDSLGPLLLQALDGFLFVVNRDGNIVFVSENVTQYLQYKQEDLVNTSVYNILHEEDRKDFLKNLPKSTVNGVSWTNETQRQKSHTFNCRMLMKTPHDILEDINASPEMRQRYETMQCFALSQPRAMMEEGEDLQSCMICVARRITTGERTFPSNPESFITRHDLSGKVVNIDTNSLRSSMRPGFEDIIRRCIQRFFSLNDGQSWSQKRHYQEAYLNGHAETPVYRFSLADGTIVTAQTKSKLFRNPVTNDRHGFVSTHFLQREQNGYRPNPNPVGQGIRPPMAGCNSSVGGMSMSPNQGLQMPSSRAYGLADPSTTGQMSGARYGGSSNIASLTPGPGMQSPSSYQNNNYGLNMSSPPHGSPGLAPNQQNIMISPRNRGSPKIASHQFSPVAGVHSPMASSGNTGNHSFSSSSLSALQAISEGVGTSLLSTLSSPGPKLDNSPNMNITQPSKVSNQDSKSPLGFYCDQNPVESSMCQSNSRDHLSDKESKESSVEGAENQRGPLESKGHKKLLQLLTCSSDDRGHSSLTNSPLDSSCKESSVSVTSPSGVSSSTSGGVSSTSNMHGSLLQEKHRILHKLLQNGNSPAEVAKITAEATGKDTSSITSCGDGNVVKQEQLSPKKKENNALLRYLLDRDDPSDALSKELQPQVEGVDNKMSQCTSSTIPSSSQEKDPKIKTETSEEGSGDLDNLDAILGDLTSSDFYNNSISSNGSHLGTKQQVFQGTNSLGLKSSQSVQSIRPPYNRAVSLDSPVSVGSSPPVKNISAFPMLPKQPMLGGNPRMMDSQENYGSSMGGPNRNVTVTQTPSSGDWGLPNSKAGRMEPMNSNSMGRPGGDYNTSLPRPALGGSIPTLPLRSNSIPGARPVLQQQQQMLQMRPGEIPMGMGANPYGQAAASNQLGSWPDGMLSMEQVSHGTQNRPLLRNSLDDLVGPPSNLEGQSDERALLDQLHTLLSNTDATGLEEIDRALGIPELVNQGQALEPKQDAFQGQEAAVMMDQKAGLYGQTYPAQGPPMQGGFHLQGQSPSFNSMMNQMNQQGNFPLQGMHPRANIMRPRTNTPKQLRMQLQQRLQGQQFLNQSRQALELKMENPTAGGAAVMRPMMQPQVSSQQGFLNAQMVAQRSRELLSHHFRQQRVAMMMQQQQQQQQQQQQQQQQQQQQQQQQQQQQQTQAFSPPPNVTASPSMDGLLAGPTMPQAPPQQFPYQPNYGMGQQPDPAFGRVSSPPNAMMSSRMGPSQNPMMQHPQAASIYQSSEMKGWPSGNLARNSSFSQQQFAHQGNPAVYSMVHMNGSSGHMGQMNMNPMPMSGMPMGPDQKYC
# COUP-TFII inh – NR2F2 (human) inhibition, primary screen. 370,000 compounds, 0.7% hits. HEK293T NGFI-A luciferase reporter, luminescence. P24468. inhibition, % at 8.6 µM;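 active = inhibition above a per-plate cutoff, mean inhibition of test wells between control levels plus 3 SD, cut at about 38% in these data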;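 also: cells cotransfected with COUP-TFII expression vector driving the NGFI-A reporter; 0% = median of COUP-TF2 test wells and 100% = reporter-only cells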
# TROY NFkB inh – TROY signaling inhibition; Q293 LMP1-TROYcd NF-kB luciferase reporter, 4 h; inhibition, % at 10 µM; 360,000 compounds, 0.98% hits;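 active = compounds whose plate-normalised and pattern-corrected inhibition of the luciferase reporter signal at the single screening dose is 50% or more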
# NOD2-RIPK2 inh – blocks binding of human NOD2 to RIPK2 | CHO BLA complementation NOD2-RIPK2, CCF4 ratio | inhibition, % at 4.98 µM | 360,000 compounds, 0.38% hits | AID 624267; in the data active = inhibition above about 21%;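 also: 0% = vehicle only and 100% = reference blocker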
# SRC1 inh – human NCOA1 inhibition; inhibition, % at 3.6 µM; 360,000 compounds, 0.12% hits; HEK293 GAL4-SRC1 luciferase reporter, luminescence;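 active = inhibition above the campaign mean plus 3 SD, with each screening campaign given its own cutoff, cut at about 60% in these data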;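 also: 0% = DMSO treated cells and 100% = gossypol at 36 µM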
# TLR9-MyD88 block – inhibitors of human TLR9-MyD88 binding; Q9NR96+Q99836; CHO BLA complementation TLR9-MyD88, CCF4 FRET ratio; inhibition, % at 4.98 µM; 340,000 compounds, 0.21% hits;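 active = inhibition above the mean over all tested compounds plus 3 SD, cut at about 21% in these data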;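 also: 0% = DMSO only wells and 100% = clavulanate BLA inhibitor control wells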
# C8 TRAIL sens – caspase-8 TRAIL sensitization; AID 624354; inhibition (viability loss, TRAIL sensitization), % at 10 µM; NB7+C8 cells + TRAIL, ATPlite viability luminescence; 360,000 compounds, 1% hits;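 active = compounds causing at least 50% loss of cell viability in the single-dose screen, relative to plate controls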
# * hit, by the source's call; . = no result given. This is a subset; the hit share may differ from the screen's.
SMILES,EBV LMP1 NFkB,Vif inh,NCOA2 inhibitor,LRH-1 inv ag,SRC3 inh,COUP-TFII inh,TROY NFkB inh,NOD2-RIPK2 inh,SRC1 inh,TLR9-MyD88 block,C8 TRAIL sens
CCOc1ccccc1C(=O)OCC(=O)Nc1nnc(-c2ccccc2)o1,-7,-3,-13,12,-3,8,5,0,-5,2,14
FC(F)(F)c1cc(C(F)(F)F)c2ccc(N/N=C/c3ccccc3)nc2n1,0,3,-10,19,23,0,-10,1,-11,6,0
CC(=NCCCN(C)C)C1=C(O)c2ccccc2C1=O,-6,-5,-10,-55,-21,-24,-36,2,-19,8,-5
COc1ccc(-c2cc3nc(C)cc(N4CCN(C(=O)c5ccoc5)CC4)n3n2)cc1,3,-1,2,20,0,6,-1,-30,9,-1,-1
COCc1cc(C)nc(OCC(=O)N/N=C/c2ccc(-c3cc([N+](=O)[O-])ccc3Cl)o2)c1C#N,9,-5,-1,-9,-7,0,24,2,3,3,6
Cc1ccc(N/C(N)=N/c2nc(CSc3nnc(C)s3)cc(=O)[nH]2)c(C)c1,15,4,-2,2,20,0,24,-13,-1,-4,-22
COc1ccc(-c2c3c(nc4sc(C(=O)Nc5ccccc5)c(N)c24)CCC3)cc1,5,6,-28,-83,-53,-14,-74,8,-103,9,11
O=[N+]([O-])c1cccc(C([O-])=C(C(=S)Nc2cccc3ccccc23)[n+]2ccccc2)c1,1,1,-23,19,-5,23,18,2,-8,-3,1
COc1cc(/C=N/NC(=O)c2ccc(O)cc2)ccc1Oc1ccc([N+](=O)[O-])cn1,1,1,-14,-22,-6,13,11,-5,-27,-3,6
COCCN(C(=O)CN1CCc2ccccc21)c1c(N)n(Cc2ccccc2)c(=O)[nH]c1=O,0,-1,0,-7,-6,2,0,-4,-26,1,8
CCN1C(=O)N[C@@H](CCc2ccccc2)C(C(=O)OC)=C1C,-2,1,5,-17,0,-10,2,-9,-7,-5,8
Brc1cccc(C2Nc3cccc4cccc(c34)N2)c1,-13,8,7,17,-30,7,0,1,-13,1,-2
COC(=O)C1=C(C)Nc2ncnn2C1c1ccccn1 (stereo not drawn),-1,-2,3,-22,0,-14,10,1,-27,-3,7
CCC1(c2ccc(F)cc2)NC(=O)N(CC(=O)NCC(=O)Nc2cccc(C)c2C)C1=O (stereo not drawn),-7,.,-9,13,17,13,1,6,32,1,-2
CCCCNCc1cc(Cl)c(OCCC)c(OCC)c1,-8,19,4,-1,-32,-13,-8,3,-5,4,28
Cc1cc(C)n2c(SCC(=O)Nc3ncc(C(F)(F)F)cc3Cl)nnc2n1,0,8,-24,9,29,6,1,-6,7,-2,6
COc1ccc(C2C(C#N)=C(N)N(c3cccnc3)C3=C2C(=O)CCC3)cc1Cn1cc([N+](=O)[O-])cn1 (stereo not drawn),-2,1,3,-17,-5,12,8,6,-6,-3,-14
Cc1cc2c(=O)n(CC(=O)NCC(=O)Nc3ccc(C(C)C)cc3)cnc2s1,0,-5,6,12,-1,13,-9,4,8,-1,-3
O=C1CCCN1c1ccc(S(=O)(=O)N2CCN(c3ccccn3)CC2)cc1,1,-5,23,9,11,-2,7,-2,19,-2,-10
COCCSc1nnc(NC(=O)C2CCCO2)s1 (stereo not drawn),0,5,-27,-43,-9,-21,-23,4,-16,0,-14
O=C(c1ccc([N+](=O)[O-])cc1)N1CCN(C(=O)c2cccnc2)CC1,-1,9,-17,-4,-17,13,-2,11,-34,-4,-11
Cc1ccc(C2CC2C(=O)NNC(=S)Nc2ccc(Cl)cc2)cc1 (stereo not drawn),1,18,-18,-26,1,17,13,-44,-30,-2,1
CN1CCN(c2ccc(NC(=O)c3ccc4c(c3)[nH]c(=O)n4Cc3ccc(F)cc3)cc2)CC1,-2,-15,-15,1,10,-14,7,-2,1,5,-27
CC(C)OCC(O)CN1CCC(Cc2ccccc2)CC1 (stereo not drawn),-3,17,11,-14,-16,11,5,-11,18,-10,-4

# Reformatted with each value named: part of the list above
COCCN(C(=O)CN1CCc2ccccc21)c1c(N)n(Cc2ccccc2)c(=O)[nH]c1=O
  EBV LMP1 NFkB: 0; Vif inh: -1; NCOA2 inhibitor: 0; LRH-1 inv ag: -7; SRC3 inh: -6; COUP-TFII inh: 2; TROY NFkB inh: 0; NOD2-RIPK2 inh: -4; SRC1 inh: -26; TLR9-MyD88 block: 1; C8 TRAIL sens: 8
CCN1C(=O)N[C@@H](CCc2ccccc2)C(C(=O)OC)=C1C
  EBV LMP1 NFkB: -2; Vif inh: 1; NCOA2 inhibitor: 5; LRH-1 inv ag: -17; SRC3 inh: 0; COUP-TFII inh: -10; TROY NFkB inh: 2; NOD2-RIPK2 inh: -9; SRC1 inh: -7; TLR9-MyD88 block: -5; C8 TRAIL sens: 8

# The list continues.
SMILES,EBV LMP1 NFkB,Vif inh,NCOA2 inhibitor,LRH-1 inv ag,SRC3 inh,COUP-TFII inh,TROY NFkB inh,NOD2-RIPK2 inh,SRC1 inh,TLR9-MyD88 block,C8 TRAIL sens
S=c1nc(-c2ccccc2)[nH]c2ccc(Br)cc12,4,-9,-24,8,12,-9,-27,2,8,14,-15
CC1(C)Cc2c(sc(NC(=O)c3ccccc3)c2C(=O)O)CO1,9,0,-33,-26,-4,-13,12,-10,-27,-12,25
CCN1C(=O)c2cccc3c(S(=O)(=O)N(C(=O)c4ccncc4)c4ccc(OC)cc4)ccc1c23,7,-2,-21,5,28,4,31,11,9,8,2
CCOC(=O)C1=CN(Cc2cccc(F)c2)S(=O)(=O)N(CC)C1c1ccccc1 (stereo not drawn),-12,4,9,-18,10,9,1,4,11,-6,7
O=C(Nc1nnc(Cc2ccc(Cl)cc2)s1)c1ccco1,-15,5,-5,-14,8,-7,-33,-6,-19,8,-28
Cc1occc1C(=O)Nc1c(Cl)cccc1Cl,10,-3,0,-5,-14,17,12,5,8,-2,-3
COc1cc2c(cc1OC)C(=O)N1[C@H]3c4cc(Cl)ccc4OC[C@@H]3[C@H](c3ccccc3)[C@]1(C)C(=O)N2,-41,-6,9,-13,4,4,10,-2,10,-7,24
Cc1ccccc1S(=O)(=O)N1CCN(C)CC1,7,4,-23,-2,12,-6,9,6,-27,1,-6
c1ccc2c(c1)CN1CCCC1=N2,5,-1,-7,-10,-18,-24,11,3,-23,7,-21
CCCN1CCN(C(=O)c2ccc(CS(=O)c3ccc(Cl)cc3)o2)CC1 (stereo not drawn),-21,-5,-18,-26,-3,-7,-6,2,-7,4,1
O=C(c1ccc(Cl)c(Cl)c1)N1CCC(=O)N([C@H](COCc2cccc(C(F)(F)F)c2)Cc2ccccc2)CC1,.,.,-18,5,.,12,17,-11,.,.,15
CC(C)n1c(-c2ccco2)csc1=Nc1cccnc1,3,-14,15,18,16,19,12,4,9,2,17
COc1ccc(NC(=O)C2Cc3c(-c4ccco4)ccnc3O2)cc1OC (stereo not drawn),.,-31,15,26,4,36,11,2,5,.,8
Cc1cccc(NC(=O)c2cc(NC(=O)c3ccco3)ccc2Cl)n1,5,6,7,-1,-11,4,1,-11,-11,2,-24
COc1ccc(S(=O)(=O)c2c(O)c3ccc(C(=O)Nc4ccccc4Cl)cc3[nH]c2=O)cc1,-2,10,9,15,7,2,-14,-12,8,7,9
COc1cc(C(=O)Nc2nc(C)cc(C)n2)cc(OC)c1OC,-3,8,-2,9,10,-7,-10,6,11,-9,8
CC(=O)c1ccccc1OCC(O)CNC1CCCC1 (stereo not drawn),0,11,-21,-6,8,7,0,-2,2,-7,-36
CC(=O)c1cccc(NC(=S)NC(=O)CC(C)C)c1,-6,-2,-6,-13,4,-13,4,-8,-22,-10,21
O=C(O)c1ccc(N2CCCCC2)cc1O,-4,10,-11,-7,1,7,-7,-3,2,1,11
Cc1ccc(-n2c(O)c(C=Nc3cc(C)on3)c3ccccc3c2=O)c(C)c1,-31,-2,3,22,67*,-1,2,12,54,8,13
O=C(CSCc1ccccc1)N/N=C/c1ccccc1OCc1ccccc1,-5,-1,-6,-11,11,-7,-5,-5,-18,-11,-8
c1cnc2ccc3ncccc3c2c1,-2,-2,-47,-5,15,2,1,3,9,-5,-28
COC(=O)C1=C(N)N(c2ccc(F)cc2)C2=C(C(=O)CCC2)C1c1ccc2c(c1)OCO2 (stereo not drawn),-2,-10,2,-2,1,6,-13,-3,2,-3,-3
C[C@@]12CC(=O)NC1N(C(=O)c1cccc(C(F)(F)F)c1)C(c1ccccc1O)C2 (stereo partly drawn),-21,-4,11,1,10,-9,2,-1,-10,-3,-12
Cc1ccc(S(=O)(=O)NCc2n[nH]c(=S)n2C)cc1,-6,1,-9,-2,-26,2,10,-7,-9,-1,-2
Cc1cc(C)nc(SCC(=O)N/N=C/c2cccc([N+](=O)[O-])c2)n1,15,-2,5,11,4,-1,-10,4,10,-6,-5
COc1ccc(C)cc1NC(=O)CCc1ccc(S(=O)(=O)N2CCOCC2)cc1,3,3,-20,-20,-3,12,9,-1,-10,-4,5
Cc1cc(SCC(=O)c2cccs2)n2nc(C)c(-c3ccc(Cl)cc3)c2n1,-8,8,0,-3,4,-2,-10,-26,20,-5,35
CCSc1nnc(-c2cccnc2)n1-c1ccc(Cl)c(C)c1,-2,-3,-19,18,7,8,5,4,1,-9,-4
CCOc1ccc(OCC(=O)Nc2ccc(OC)cc2[N+](=O)[O-])cc1,-13,-2,-5,-3,17,-10,1,-8,-2,-5,0
O=C(NCc1ccc(Cl)cc1)C1CCN(S(=O)(=O)c2cc([N+](=O)[O-])ccc2Cl)CC1,-3,0,-11,5,-1,8,1,-17,-8,-10,6
CC1(C)CN(c2ccc(N3CC(C)(C)C3=O)cc2)C1=O,-7,-2,-74,-18,0,-11,-16,-4,-19,-18,4
COc1ccc(NC(=O)c2ccc(OCC3CCCO3)cc2)cc1Cl (stereo not drawn),-14,-16,-21,-82,-48,9,-30,5,-64,9,47
CN(c1cccc(NC(=O)Cc2ccccc2)c1)S(C)(=O)=O,-9,-11,-4,7,-6,-9,-11,5,-3,3,12
Fc1ccc2nc(N3CCCCC3)sc2c1,-6,7,-47,-116,-111,-28,-80,4,-109,5,16
CC(=O)C1=C(C)NC(=O)NC1c1ccccc1OCC(=O)NCCc1ccccc1 (stereo not drawn),5,-1,16,8,-2,-14,-16,-10,-11,2,-10
O=C(NCC1CCCO1)c1ccc(S(=O)(=O)N2CCCCC2)cc1 (stereo not drawn),-10,1,-11,-2,12,-6,13,-4,-9,-2,3
CCOC(=O)c1cc2c(ccn2C)n1CC(=O)N(Cc1ccccc1)c1ccccc1,2,-5,-25,2,12,29,-7,-6,-4,10,-6
N[C@@H](C(=O)N[C@@H]1C(=O)N2C(C(=O)O)=C(Cl)CS[C@H]12)c1ccccc1,3,-11,-26,22,-28,21,1,-3,-2,0,-12
O=C(Nc1ccccc1Cl)c1cc(C2CCCN(C(=O)CCCc3ccccc3)C2)on1 (stereo not drawn),.,-9,20,-8,-6,12,-18,-2,1,.,27
N#C/C(=C/c1ccc(O)cc1)C(=O)NCc1ccc(Cl)cc1,-1,-6,13,5,-4,-5,4,-13,-8,-3,9
OC(C#CCN1CCCC1)(c1ccccc1)c1cccnc1 (stereo not drawn),2,-6,-5,-17,0,17,0,1,3,.,-6
Cc1cc(F)ccc1N1CCC(N2CCN(C(C)C)C(CCO)C2)CC1 (stereo not drawn),-5,2,2,19,-4,0,8,-8,-14,-2,3
CCN(CC)CCCNC(=O)c1cc2c(=O)n(C)c3ccccc3c2n1C,-30,8,-73,-35,-17,-39,-19,-2,-9,-2,17
